DRD3 antagonist: antagonists of human D3 dopamine receptor; P35462; D3R cells, DiscoveRx beta-arrestin luminescence, antagonist mode; active compounds read low; max response, negative = inhibition, %; 360,000 tested, 2.5% active; in the data active = max response below about -50%; inconclusive = no clear call, values can overlap the other calls; also: % is scaled to controls: 0 for no effect and ±100 for the full control effect; mostly tested at two doses, the higher about 12 µM
Target sequence (P35462 whole entry, looked up): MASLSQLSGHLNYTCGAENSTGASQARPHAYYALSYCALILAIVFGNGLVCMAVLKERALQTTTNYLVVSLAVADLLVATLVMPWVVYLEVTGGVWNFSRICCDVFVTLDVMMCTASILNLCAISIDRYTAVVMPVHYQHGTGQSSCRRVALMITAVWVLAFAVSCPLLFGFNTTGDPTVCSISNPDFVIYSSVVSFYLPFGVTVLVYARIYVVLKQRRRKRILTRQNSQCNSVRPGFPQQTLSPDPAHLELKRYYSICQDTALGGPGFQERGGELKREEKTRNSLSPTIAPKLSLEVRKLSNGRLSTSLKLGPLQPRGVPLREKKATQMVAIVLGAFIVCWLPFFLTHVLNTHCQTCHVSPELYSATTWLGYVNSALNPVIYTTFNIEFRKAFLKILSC
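Cells plated overnight at 1500 cells/well, then exposed to library compounds with dopamine controls for 90 minutes at 37 degrees C. DiscoveRx reagent added for 30–60 minutes at room temperature; luminescence read, quantitative HTS format.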
Mm-Cpn inhibitor: M. maripaludis TRiC chaperonin inhibition. AID 504842. Potency, µM (doses to about 76.9 µM), without a hit: at the top dose activity, negative = inhibition, most hits filed as inhibitors. 330,000 tested, 0.031% active. purified Mm-Cpn ATPase, ADP Transcreener TR-FRET; also: potency is read from the fitted curve at half-maximal effect; % is scaled to controls: 0 for no effect and ±100 for the full control effect; nearly all actives have a fitted effect of over 80% in size
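Inhibition of chaperonin ATP hydrolysis is measured as reduced ADP production, detected by competitive TR-FRET in which signal falls with ADP. Final enzyme 25 nM and ATP 10 uM, reacted 30 min at 37°C.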
PTHR1 ag: PTHR1 (human) receptor agonism. AID 743266. Potency, µM (series often up to 115 µM), for inactives: top-dose activation, hits mostly activators. Q03431. HEK293 GP2 PTHR1 cells, GloSensor cAMP luminescence, 1 h. 410,000 tested, 0.075% active; also: potency is read from the fitted curve at half-maximal effect; nearly all actives have a fitted effect of over 55% in size; some results filed as inactive show a strong effect at the top dose; inactives centre near -15; many of its hits are not listed in these tables
Target sequence (Q03431 whole entry, looked up): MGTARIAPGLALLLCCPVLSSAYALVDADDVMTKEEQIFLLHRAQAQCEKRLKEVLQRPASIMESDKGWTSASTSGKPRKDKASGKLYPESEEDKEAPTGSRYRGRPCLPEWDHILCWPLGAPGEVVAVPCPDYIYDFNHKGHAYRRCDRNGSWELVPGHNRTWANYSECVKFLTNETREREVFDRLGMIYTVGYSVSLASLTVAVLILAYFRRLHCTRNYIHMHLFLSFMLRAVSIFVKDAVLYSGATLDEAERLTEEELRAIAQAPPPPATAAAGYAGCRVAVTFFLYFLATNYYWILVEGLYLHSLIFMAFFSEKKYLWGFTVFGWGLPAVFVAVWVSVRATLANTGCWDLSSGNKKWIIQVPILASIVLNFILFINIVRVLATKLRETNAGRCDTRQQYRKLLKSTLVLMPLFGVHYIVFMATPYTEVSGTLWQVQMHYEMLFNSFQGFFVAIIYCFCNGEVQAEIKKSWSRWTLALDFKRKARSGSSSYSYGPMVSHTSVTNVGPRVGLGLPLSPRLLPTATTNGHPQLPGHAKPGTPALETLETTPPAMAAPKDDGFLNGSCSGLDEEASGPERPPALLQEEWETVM
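HEK-293-derived GP2 cells expressing PTHR1 and a GloSensor cAMP reporter, 3,000/well, plated overnight, given luciferin plus IBMX (each 0.5 mM as added) for 1 h at 37 °C, then compound for 1 h at 37 °C. Luminescence was read after 15 min at room temperature.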
CCT modulator: modulators of cytosolic chaperonin (CCT/TRiC) activity; purified chaperonin ATPase assay, HTRF ADP detection, 30 min; activity change, % (concentration not given with the values), hits read low; 360,000 tested, 0.3% active; AID 651819; in the data active = activity change below about -30%; also: % is scaled to controls: 0 for no effect and ±100 for the full control effect
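Enzyme 40 or 20 nM (batch-dependent) in Tris pH 7.4/KCl/MgCl2/DTT; cpd 76 uM single point; ATP 10 uM; 30 min 37 °C; Transcreener ADP HTRF detection, 30 min RT; ratio 665/615.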
EPAC2 ag: agonists of human EPAC2 (RAPGEF4); EPAC2 activation, biochemical qHTS; response scale: 100% = 6.5 mM cAMP response; Potency, µM (doses to about 154 µM), for inactives: top-dose activation, hits mostly activators; 360,000 tested, 0.079% active; AID 720711; also: potency is read from the fitted curve at half-maximal effect; nearly all actives have a fitted effect of over 50% in size
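EPAC2 (100 nM) mixed with Rap1B loaded with BODIPY-GDP (250 nM) plus 50 uM unlabeled GDP; compounds pinned in, 5 min RT, then read every 5 min for 30 min (ex 480, em 540 nm). Normalized to cAMP control.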
D3 ag: D3 dopamine receptor (human) agonism | P35462 | D3R DiscoveRx beta-arrestin cells, luminescence, 90 min | max activation, % | 410,000 tested, 0.58% active | AID 652048; in the data active = max activation above about 30%; also: 0% is about no effect; mostly tested at two doses, the higher about 12 µM
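Cells at 1500/well, incubated overnight, then treated with pinned compounds (dopamine as control) for 90 min at 37 degrees C. DiscoveRx reagent added for 30 - 60 minutes at room temperature; luminescence read.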
Akt phos inh: inhibitors of Akt phosphorylation; Neuro2A IGF-stimulated pAkt S473 HTRF, 20 min; active compounds read low; 360,000 tested, 0.32% active; activity change, % for hits at 50 µM; in the data active = activity change below about -80%; inconclusive = mostly about -51% to -80%; also: % is scaled to controls: 0 for no effect and ±100 for the full control effect
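Single-point screen (50 µM final compound) in Neuro2A cells stimulated 20 min with 6 nM IGF at 37 deg C. After lysis, Ser473-phosphorylated Akt read by HTRF (ex 330 nm, em 615/665 nm) as the 665/615 ratio.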
EPAC2 antagonist: blocks human EPAC2 exchange factor; EPAC2 GEF exchange of Rap1B-BODIPY-GDP, fluorescence; AID 720708; Potency, µM (series often up to 114 µM), for the others: at the top dose activity, negative = inhibition, usual class: inhibitors; Q8WZA2; 360,000 tested, 0.18% active; also: potency is read from the fitted curve at half-maximal effect; % is scaled to controls: 0 for no effect and ±100 for the full control effect; nearly all actives have a fitted effect of over 45% in size; many of its hits are not listed in these tables
Numbers without * were called inactive; i = inactive; ? = inconclusive; · = no result given; [ ] = another dose, or the depositor's remark. Unless noted, calls follow the shape of the dose curve; as a rule, active = well fitted curve in the direction sought with a large enough effect; inconclusive = small, poorly fitted or top-dose-only effect, or another doubt; inactive = no such curve, though single readings can be large; an effect the other way counts as inactive or inconclusive. This is a subset (hit frequency here may not be typical).

Screens in order: DRD3 antagonist	Mm-Cpn inhibitor	PTHR1 ag	CCT modulator	EPAC2 ag	D3 ag	Akt phos inh	EPAC2 antagonist
O=C(NCC1CCCO1)c1cc2n(n1)C(C(F)(F)F)CC(c1ccc(F)cc1)N2 (stereo not drawn)
→ -19	1%	i	-0.8	-8%	16	i	-2%
COc1ccc(NC(=S)NC(NC(=O)/C=C/c2ccccc2)C(Cl)(Cl)Cl)cc1 (stereo not drawn)
→ -69*	1%	-2%	-2.2	2%	-7	i	5%
CCOc1ccc(C(=O)COC(=O)c2cccc(-n3cnnn3)c2)cc1
→ 15	-1%	i	0.8	9%	-1	i	-11%
COc1ccccc1C(=O)Nc1ccc(Cc2ccncc2)cc1
→ -26	1%	-18%	1.2	-3%	-11	i	0%
O=S(=O)(c1cccc(-c2nnc3n2CCCCC3)c1)N1CCCC1
→ 16	1%	i	0.2	3%	3	i	-3%
Cc1cccc(C)c1NC(=O)CN(C)C(=O)c1ccc(NS(=O)(=O)c2ccc3[nH]c(=O)[nH]c3c2)cc1
→ 2	1%	-2%	2.4	6%	-17	i	5%
COc1cccc(C(=O)NC2C(=O)N3C(C(=O)O)=C(COC(C)=O)CSC23)c1 (stereo not drawn)
→ -3	1%	i	-0.3	8%	-1	i	15%
O=C(NCCCN1CCCC1=O)C1CCN(S(=O)(=O)c2cc(C(F)(F)F)ccc2Cl)CC1
→ -3	1%	-12%	0.7	7%	-4	i	2%
CC(NC(=O)c1ccccc1Cl)C(=O)N1CCN(Cc2ccc3c(c2)OCO3)CC1 (stereo not drawn)
→ -10	-1%	-20%	-1.1	1%	-4	i	9%
CCCn1c(N)c(Sc2ccccc2[N+](=O)[O-])c(=O)n(CCC)c1=O
→ 9	0%	i	-2.1	1%	1	i	18%
O=C(CCNC(=O)c1ccco1)Nc1ccc(N2CCOCC2)cc1
→ 8	2%	-11%	-0.2	4%	3	i	5%
CN1N=C(C(=O)N2CCCC(C(=O)c3cccc(C(F)(F)F)c3)C2)CCC1=O (stereo not drawn)
→ 6	2%	-3%	-0.2	6%	10	i	-8%
COc1ccc([C@H]2/C=C\CN(S(=O)(=O)c3ccc(C)cc3)[C@@H](C)C(=O)N2Cc2ccc(F)cc2)cc1
→ 0	·	-25%	0.6	4%	0	i	-1%
Cc1nc2c(=O)[nH]c(=S)[nH]c2[nH]c1=O
→ -6	·	i	1.4	-6%	6	i	15%
COc1ccc(C(=O)n2c(-c3ccco3)nc3ccccc32)cc1
→ -20	2%	i	-0.6	7%	-1	i	?
CSc1nc2nccc(-c3ccc(Cl)cc3)n2n1
→ 7	·	i	-2.2	17%	-16	i	-6%
COc1ccc(C(=O)NCCc2cnc[nH]2)cc1OC
→ -5	0%	?	-2.2	7%	-2	i	-7%
NNC(=O)c1ccc2ccccc2n1
→ 6	-7%	-47%[inhibitor]	-0.6	0%	-14	i	8%
Cn1cnc([N+](=O)[O-])c1Nc1ccc(O)cc1
→ 29	0%	-7%[57.5 µM]	-1.1	4%	0	i	-1%
Cc1ccc(C2CC(c3cccc(Br)c3)n3nc(N)nc3N2)cc1 (stereo not drawn)
→ -18	-1%	-21%	0.5	9%	2	i	-9%
CCSc1cc(N2CCCC2)nc(-c2cccc(C)c2)n1
→ -2	0%	i	-4.4	10%	-15	i	-1%
O=C(COc1ccc(Br)cc1)NCCCn1ccnc1
→ -9	1%	i	2.2	5%	0	i	5%
O=C(c1cc(COc2cccc(C(F)(F)F)c2)on1)N1CCSCC1
→ -18	2%	i	-2.5	3%	-3	i	-9%
O=C(OC1CCOC1=O)c1ccc(N2CCCC2)c([N+](=O)[O-])c1 (stereo not drawn)
→ 19	2%	0%	0.9	0%	-3	i	5%
Cc1nn(-c2ccc(Cl)cc2)c(=O)c2ccccc12
→ -5	2%	-15%	0.6	4%	-4	i	-8%
CC1(C(=O)NCc2ccccc2)CN(S(C)(=O)=O)CC(=O)N1CCc1c[nH]c2ccccc12 (stereo not drawn)
→ 16	·	0%	·	-3%	5	i	-1%
Cc1cc(C)n(Cc2ccccc2F)c(=O)c1C#N
→ 35	0%	-13%	-0.6	8%	-3	i	-3%
C=C1CCN([C@@H](CC(C)C)C(=O)O)S(=O)(=O)c2ccccc21
→ -1	·	3%	-2.3	-2%	-11	i	-1%
O=C(c1ccc(Cl)c(Cl)c1)c1cnc(Nc2ccccc2)s1
→ -5	1%	i	-2.1	12%	3	i	-1%
CCN(C(=O)c1ccc(C)c(Br)c1)c1ccccc1
→ -19	-1%	i	1.1	2%	-8	i	-26%
CCOc1cc(/C=C2\N=C3CCCCCN3C2=O)ccc1O
→ -12	-4%	-33%[inhibitor]	0.9	5%	-2	i	10%
O=C(CCNS(=O)(=O)c1ccccc1)OCC(=O)c1ccc[nH]1
→ 10	1%	i	0.9	-1%	0	i	-7%
O=C(COC(=O)c1ccccc1)Nc1cccc(S(=O)(=O)N2CCCCC2)c1
→ 24	1%	-33%[inhibitor]	2.0	1%	0	i	-2%
COc1ccc(N2CCN(C(=O)CSc3nnc(NC(=O)C4CCC4)s3)CC2)cc1
→ -7	0%	i	0.2	-1%	-3	i	-1%
CC(=O)n1cc([C@@H]2C=C(C(=O)N3CCOCC3)O[C@H](OCCCCO)C2)c2ccccc21
→ 3	·	i	-0.8	11%	-1	i	14%
CCCn1nnnc1SCC(=O)N1C(C)CCCC1C (stereo not drawn)
→ -16	3%	-10%	-0.9	6%	-5	i	1%
O=C1c2ccccc2CCC12N=NCC2c1ccc(Br)cc1 (stereo not drawn)
→ -6	1%	-9%	-1.2	20%	-2	·	-7%
CCCCNC(=O)C1CCN(Cc2ccc(OCc3ccccc3)cc2)CC1
→ 0	-2%	-32%[inhibitor][57.5 µM]	-6.6	12%	-7	i	-1%
Cc1cc(C)nc(SCC(=O)Nc2ncc(Cc3ccc(Cl)c(Cl)c3)s2)n1
→ 3	-1%	-26%	0.1	4%	4	i	?
C=CCSc1nc(N2CCOCC2)c2c(c1C#N)CC(C)(C)N(C)C2
→ 2	0%	i	-1.6	3%	-6	i	-3%
CCOC(=O)N1CCN(Cc2nc3c(c(=O)n(C)c(=O)n3C)n2CCC(C)C)CC1
→ 6	1%	i	-1.0	2%	0	i	4%
NC(=S)NC(=O)c1ccccc1
→ -13	1%	-13%	1.0	4%	-10	i	1%
O=C(O)CSc1ncn[nH]1
→ -12	1%	-15%	2.2	1%	2	i	-2%
CCC(C)[C@H](NC(=O)[C@@H]1Cc2ccccc2CN1)C(=O)NCc1ccc(C)cc1 (stereo partly drawn)
→ -28	·	-13%	-0.8	-4%	-8	i	7%
O=C1CS/C(=N\C(=O)N2c3ccccc3Sc3ccccc32)N1
→ -17	-2%	i	0.2	16%	0	i	1%
CC(C)(C)c1cc(CN2CCN(CCO)CC2)cc(C(C)(C)C)c1O
→ -82*	-1%	-10%	-0.1	4%	-33	i	-3%
Cc1nc(SC2CC(=O)N(c3ccc([N+](=O)[O-])cc3)C2=O)nc2c1CCCC2 (stereo not drawn)
→ -16	2%	-13%	-2.6	-2%	0	i	-1%
Cc1nc(Oc2ccccc2)c2ccsc2n1
→ 10	-1%	-19%	1.2	-5%	0	i	8%
COc1ccc2c(c1)OC[C@H]1[C@H]2N2C(=O)CN(Cc3ccco3)C(=O)[C@@]2(C)[C@H]1c1ccccc1
→ -24	0%	-31%[inhibitor]	-3.8	7%	-14	i	-5%
COc1ccc(CC(=O)OCC(=O)NCc2ccc(C)cc2)cc1OC
→ -7	-2%	i	-1.3	1%	5	i	-6%
COC(=O)c1ccc(Nc2ncnc3sccc23)cc1
→ -3	-13%	-7%	-2.6	-3%	21	i	0%
CCCCc1ccc(NC(=S)Nc2cccnc2)cc1
→ 14	0%	-14%	-1.8	0%	6	i	-2%
Cc1c(C#N)c(N=CN(C)C)c(C(=O)c2ccccc2)n1-c1ccc(Br)cc1
→ 4	1%	i	2.9	-8%	-12	i	4%
COc1ccc(-n2c(SCC(=O)NCC3CCCO3)nc3ccccc32)cc1 (stereo not drawn)
→ -29	1%	-4%[57.5 µM]	-0.9	13%	2	i	6%
c1ccc(Cn2ncc3ccccc32)cc1
→ -15	-2%	i	-1.7	17%	-7	i	-5%
Cc1ccc(-c2csc3ncn(CC(=O)OC(C)C)c(=O)c23)cc1
→ 11	1%	-5%	0.3	8%	2	i	-15%
CCC(=O)N1CCCC(C(=O)Nc2ccc3cn[nH]c3c2)CC1 (stereo not drawn)
→ 2	·	i	-1.3	4%	7	i	8%
C=CCN(c1ccccc1)S(=O)(=O)c1cccc2cccnc12
→ -7	2%	-48%[inhibitor]	-5.5	7%	-6	i	-12%
CC(=O)Nc1ccc(OC(=O)CC2SC(=O)NC2=O)cc1 (stereo not drawn)
→ -2	1%	i	-2.0	6%	-1	i	2%
Cc1ccc(OC(C)C(=O)Nc2ccc(S(=O)(=O)Nc3cc(C)on3)cc2)cc1 (stereo not drawn)
→ -16	-1%	0%	-1.1	6%	7	i	-3%

As a working copy, 2 of the compounds above:
Screens in order: DRD3 antagonist	Mm-Cpn inhibitor	PTHR1 ag	CCT modulator	EPAC2 ag	D3 ag	Akt phos inh	EPAC2 antagonist
Cc1nc(Oc2ccccc2)c2ccsc2n1
→ 10	-1%	-19%	1.2	-5%	0	i	8%
COc1ccc2c(c1)OC[C@H]1[C@H]2N2C(=O)CN(Cc3ccco3)C(=O)[C@@]2(C)[C@H]1c1ccccc1
→ -24	0%	-31%[inhibitor]	-3.8	7%	-14	i	-5%

(cont.)
Screens in order: DRD3 antagonist	Mm-Cpn inhibitor	PTHR1 ag	CCT modulator	EPAC2 ag	D3 ag	Akt phos inh	EPAC2 antagonist
COc1ccc(-c2cn3c4c(sc3n2)CCCC4)cc1
→ 2	0%	i	-0.1	2%	6	·	3%
Cc1cc(C)c(C)c(S(=O)(=O)N2CCC(C(=O)Nc3ccccc3N3CCOCC3)CC2)c1C
→ -12	-1%	i	-1.0	7%	-2	i	-1%
O=C(Nc1ccc(F)cc1)C(c1cccc(F)c1)N1CCN(c2cccc(C(F)(F)F)n2)CC1 (stereo not drawn)
→ -2	·	i	·	19%	0	i	-6%
COc1ccc2nc(C)c(C(N)=O)cc2c1
→ 1	-1%	i	-4.0	11%	8	i	7%
O=C(O)c1ccc(/C=N/NC(=S)NCc2ccccc2)cc1
→ 9	1%	?	-1.6	8%	4	i	-2%
